# Screening data: PubChem, several laboratories
# HMGR II inh: inhibitors of E. faecalis class II HMGR, primary screen, biochemical, Enterococcus faecalis; HMG-CoA reductase (Enterococcus faecalis, mvaE); purified E. faecalis HMGR, NADPH absorbance 340 nm kinetic; inhibition, % at 10 µM; hit rate 0.41% among 190,000; AID 1066, 2008;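 active = inhibition above a set limit, the median over all tested compounds plus 3 SD, cut at about 9.5% in these data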;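 note: enzyme runs in reverse so mevalonate oxidation gives rising NADPH absorbance; 0% = complete reaction with DMSO and 100% = background rate lacking mevalonate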
# TLR4-MyD88 BLA: inhibitors of TLR4-MyD88 association in cells, primary screen, cell-based, HeLa CL3-4, BLA complementation, FRET ratio | Toll-like receptor 4 (Homo sapiens) + Myeloid differentiation primary response protein … | HeLa CL3-4 TLR4/MyD88 BLA complementation | inhibition, % at 8.4 µM | hit rate 0.18% among 200,000; in the data active = inhibition above about 25%;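 note: 0% = vehicle and 100% = reference inhibitor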
# Target sequence (O00206 whole entry, looked up): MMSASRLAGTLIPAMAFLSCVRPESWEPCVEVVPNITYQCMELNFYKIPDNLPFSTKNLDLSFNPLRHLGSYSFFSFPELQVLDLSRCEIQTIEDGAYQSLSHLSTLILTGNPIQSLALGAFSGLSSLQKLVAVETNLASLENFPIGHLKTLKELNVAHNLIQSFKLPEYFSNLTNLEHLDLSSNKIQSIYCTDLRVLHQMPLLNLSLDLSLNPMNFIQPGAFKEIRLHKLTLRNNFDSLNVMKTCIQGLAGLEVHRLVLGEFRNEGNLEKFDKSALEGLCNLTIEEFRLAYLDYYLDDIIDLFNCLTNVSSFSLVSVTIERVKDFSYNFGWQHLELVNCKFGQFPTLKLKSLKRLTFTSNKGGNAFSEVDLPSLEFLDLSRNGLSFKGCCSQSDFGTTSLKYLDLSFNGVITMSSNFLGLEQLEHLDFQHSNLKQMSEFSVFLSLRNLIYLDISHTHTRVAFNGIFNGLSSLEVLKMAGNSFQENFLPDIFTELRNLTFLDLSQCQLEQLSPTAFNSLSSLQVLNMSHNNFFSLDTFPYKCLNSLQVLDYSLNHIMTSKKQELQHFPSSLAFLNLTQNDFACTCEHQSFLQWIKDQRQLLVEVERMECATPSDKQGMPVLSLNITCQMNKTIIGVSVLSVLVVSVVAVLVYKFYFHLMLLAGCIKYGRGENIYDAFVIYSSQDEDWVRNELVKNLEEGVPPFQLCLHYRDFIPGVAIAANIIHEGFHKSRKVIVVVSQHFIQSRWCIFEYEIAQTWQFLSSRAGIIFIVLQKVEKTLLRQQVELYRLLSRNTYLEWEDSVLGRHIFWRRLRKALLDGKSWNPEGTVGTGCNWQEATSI
# Target sequence (Q99836 whole entry, looked up): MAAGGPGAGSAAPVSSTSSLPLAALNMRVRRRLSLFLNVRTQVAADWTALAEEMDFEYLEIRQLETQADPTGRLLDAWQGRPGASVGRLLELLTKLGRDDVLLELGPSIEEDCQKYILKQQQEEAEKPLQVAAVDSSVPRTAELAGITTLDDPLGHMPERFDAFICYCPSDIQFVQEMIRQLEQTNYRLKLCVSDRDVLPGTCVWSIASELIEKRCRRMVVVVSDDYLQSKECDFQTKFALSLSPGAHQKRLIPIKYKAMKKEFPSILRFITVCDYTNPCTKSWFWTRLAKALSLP
# NF-kB expr up: activators of NF-kB expression in neurons, primary screen, cell-based, HTS. human neuronal cells, NF-kB reporter expression; hits give high values. fold change at 12.5 µM. hit rate 1.6% among 190,000; in the data active = fold change above about 3.3
# STAT1 activator: STAT1 signaling activators, primary screen, cell-based, HTS, luciferase reporter | NIH 3T3 STAT1-luciferase reporter, IFN-gamma, luminescence; 100% = IFN-gamma alone, no compound | activation (% of control), % at 5.5 µM | hit rate 2.6% among 200,000 | AID 932, 2007;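 active = activation above the screen-wide mean activation plus 3 SD, cut at about 130% in these data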;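 note: raw ratio to IFN-gamma control signal so 100% means no change and 0% no light; values of inactives mirror those of a sister screen read the other way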
# STAT3 activator: IL-6 driven STAT3 reporter potentiators, primary screen, U3A cells, luciferase, luminescence, MLSCN library. IL-6 STAT3-luciferase reporter; 100% = signal with IL-6 EC80 alone. activation (% of control), % at 5.6 µM. hit rate 0.91% among 190,000. AID 871, 2007;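 active = activation above the screen-wide mean of compound activation plus 3 SD, cut at about 130% in these data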;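 note: 0% = background luminescence of wells with medium and substrate only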
#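 system = STAT3-luciferase reporter U3A cells | reagent = IL-6 stimulus at 33 ng/mL final | timing = 1 h compound pre-exposure, 6 h IL-6 stimulation, 37 °C | measured by = luminescence | evaluation = % activation versus median of IL-6-stimulated wells | control set = IL-6-only wells as 100% reference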
# Redox H2O2 prof: compounds producing H2O2 with reducing agent – biochemical, NIH compound library profiling, artefact control for MLSCN library redox annotation, primary screen; DTT-dependent redox cycling H2O2, phenol red/HRP absorbance; 100% = 100 µM peroxide control, 0% = buffer; activation, % at 10 µM; hit rate 0.03% among 200,000; AID 878, 2007;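 active = activation of at least 50% relative to the plate's high and low controls in the primary single-dose screen; inactive = activation below 50%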;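 note: compound incubated with DTT at 0.8 mM final as the reducing agent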
# STAT3 blocker: IL-6 driven STAT3 reporter inhibitors, primary screen, U3A cells, luciferase, luminescence, MLSCN library; AID 862, 2007; hit rate 0.89% among 190,000; IL-6 STAT3-luciferase reporter; host cell line lacks STAT1; inhibition, % at 5.5 µM;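 active = inhibition above the mean inhibition across all screened compounds plus 3 SD, cut at about 44% in these data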;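 note: 0% = DMSO only wells and 100% = 100 µM nifuroxazide control wells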
# STAT1 blocker: STAT1 signaling inhibitors, primary screen, cell-based, HTS, luciferase reporter; NIH 3T3 STAT1-luciferase reporter, IFN-gamma, luminescence; inhibition, % at 5.5 µM; hit rate 0.35% among 200,000; AID 920, 2007;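 active = inhibition above a set limit, the mean inhibition across all tested compounds plus 3 SD, cut at about 34% in these data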;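 note: 0% = IFN-gamma with DMSO and 100% = IFN-gamma with 300 µM nifuroxazide; values of inactives mirror those of a sister screen read the other way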
# APP 5'UTR act: activators of APP 5'UTR luciferase reporter, primary screen, SH-SY5Y cells. activation, % at 2 µM. hit rate 1% among 190,000. SH-SY5Y APP 5'UTR luciferase reporter, luminescence; zero percent = DMSO vehicle wells;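 active = activation above a set limit, based on mean plus 3 SD of controls, cut at about 140% in these data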; note: values of inactives mirror those of a sister screen read the other way
# Hsp70 activator: Hsp70 transcriptional activators, primary screen, cell-based, HeLa, Hsp70 promoter luciferase, luminescence, 10 µM | HeLa Hsp70 promoter luciferase reporter; scaled: vehicle 0, proteasome-inhibitor control 100% | activation, % at 10 µM | hit rate 0.04% among 200,000;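 active = activation above the mean across all tested compounds plus 3 SD, cutoff set per campaign, cut at about 5.5% in these data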;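 note: 100% = MG132 at 30 µM as the positive control and 0% = DMSO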
# * = called active by the depositor; . = not tested or not shown.
SMILES,HMGR II inh,TLR4-MyD88 BLA,NF-kB expr up,STAT1 activator,STAT3 activator,Redox H2O2 prof,STAT3 blocker,STAT1 blocker,APP 5'UTR act,Hsp70 activator
CN(C)c1ccc(/C=C/C(=O)c2ccc3c(c2)OCCO3)cc1[N+](=O)[O-],-4,-3,1.3,102,102,2.9,0,-2,19,-0.2
c1ccc(-c2nc(NCCCn3ccnc3)c3oc4ccccc4c3n2)cc1,-2,-3,0.42,91,96,0.0,10,9,-11,-0.6
COc1cccc(C2NC(=O)NC(C)=C2C(=O)Nc2cccc(C)c2C)c1 (stereo not drawn),0,-5,0.96,100,109,1.6,-7,0,-8,-0.2
N#C/C(=C/c1ccccc1)c1nn(CCO)c(N)c1C#N,1,5,1.1,110,109,1.8,-4,-11,25,0.1
CCOc1ccc(NC(=O)N2CCN(c3nc4ccccc4s3)CC2)cc1,0,0,1.1,77,57,2.9,55*,25,3,-0.4
Cc1ccc(NC(=O)Nc2ccc(C(=O)N3CCOCC3)cc2)cc1,1,3,1.1,98,103,0.1,-4,-5,-2,-0.4
CC1(C)C(=O)NCCN1C(=O)CC1C(=O)NCCN1CC(c1ccccc1)c1ccccc1 (stereo not drawn),0,-17,1,105,102,-1.2,0,-7,14,-0.3
O=C(CCCNS(=O)(=O)c1cccc2nsnc12)NCCc1ccccc1,-7,-3,1.2,99,100,-4.0,2,1,6,-0.1
Cc1cc(C(=O)OCC(=O)NCc2ccco2)c(C)n1-c1ccccc1,-2,-9,1.5,92,105,0.4,1,8,-61,-0.2
O=C(NNS(=O)(=O)c1ccc(F)cc1)C1CC(c2cccnc2)=NO1 (stereo not drawn),-6,5,1.1,92,108,-0.8,-9,8,7,0.2
COc1ccc(CN=C2NC(=O)CC(C(=O)Nc3ccc([N+](=O)[O-])cc3C)S2)cc1 (stereo not drawn),4,18,1,109,102,0.3,0,-10,3,-0.5
O=C(COC(=O)CNC(=O)c1ccccc1)NCCc1ccccc1,-5,-8,0.99,105,93,0.6,13,-8,9,0.0
O=C(Nc1ccccc1C(=O)N/N=C/c1ccco1)c1ccccc1,-5,-7,1,95,98,-0.4,0,6,10,-0.3
Cc1ccccc1OCC(=O)OCC(=O)c1ccc(OCc2ccccc2)cc1,0,-4,2.2,119,109,-0.9,-12,-21,37,-0.1
COC(=O)c1cn(-c2ccc(F)cc2)c(=O)c2ccccc12,3,6,0.85,96,100,-1.1,4,3,22,-0.1
Cc1ccc(NC(=O)Nc2ncccc2C)cc1,-8,-12,2.5,149*,111,3.2,-9,-53,56,0.1
CCc1ccc2[nH]c(=O)c(CN(Cc3ccc4c(c3)OCO4)C(=O)c3ccco3)cc2c1,-2,8,0.85,104,98,1.6,11,-4,-18,-0.1
C=CCN(CC=C)CCOc1ccc(OC(C)C)cc1,-3,-11,1.2,106,110,-0.2,-1,-7,12,-0.1
COc1cccc(OC)c1OCCCCCc1c(C)n[nH]c1C,1,-11,1.6,101,95,-0.5,12,-1,3,-0.2
COc1ccc(-c2nc3cccc(C)n3c2NCC2CCCO2)cc1O (stereo not drawn),-2,-5,1,98,93,0.0,10,0,12,-0.1
COc1ccc(-c2nc(-c3cccs3)c(-c3cccs3)[nH]2)cc1O,-1,-4,0.49,95,89,-0.6,17,6,-5,-0.1
CCCCNc1nc(-c2ccccc2)cc(C(F)(F)F)c1C(N)=O,-4,9,1.4,105,98,-0.5,6,-10,2,-0.3
COc1ccccc1C(=O)Nc1cc2c(ccc3ccccc32)oc1=O,4,-4,1.1,98,108,-3.3,-5,2,10,0.0
O=S1(=O)N=C2CCCCCN2C(c2ccncc2)N1 (stereo not drawn),-4,-3,1,106,102,0.7,7,-7,5,-0.1
CCN(CC)c1ccc2c(O)cc(=O)oc2c1,-6,-5,1.2,102,102,-1.2,9,-4,21,0.1
COc1ccc(NC(=O)CSc2nc(C)cc(C)n2)c([N+](=O)[O-])c1,-1,1,1.1,84,97,0.0,8,16,-13,-0.2
COC(=O)/C(C#N)=C/c1occc1C,-1,4,0.95,109,94,-0.1,7,-11,7,-0.2
CCOc1ccccc1-c1nnc(SCC(=O)NC2CC3CCC2C3)n1CC (stereo not drawn),0,-8,0.96,105,160*,2.4,-60,-6,1,-0.2
CCOc1ccc(NS(=O)(=O)c2ccc(C)c(C(=O)NCCCn3ccnc3)c2)cc1,-4,-19,0.97,102,100,-0.6,3,-2,-3,0.3
Cc1ccc(-c2[nH]nc3c2C(c2ccsc2)C(C#N)=C(N)O3)cc1 (stereo not drawn),2,-12,0.71,78,93,-0.6,12,24,-4,-0.2
Cc1cccc(OCCSc2nnc(-c3ccoc3C)n2C)c1,2,6,0.77,98,89,0.1,18,2,-3,-0.3
Cc1ccc(S(=O)(=O)Nc2ccc(O)c3ncccc23)cc1,-1,-13,0.77,101,101,-2.9,2,-1,-8,-0.2
Cc1nn(C)c(C)c1Sc1ccc(Br)cc1,-7,3,1.3,98,98,1.2,4,2,-6,-0.4
NC(=O)c1cccc2cc3ccccc3cc12,-1,0,0.98,96,104,-2.6,-5,5,-11,-0.3
O=C(/C=C/c1ccccc1[N+](=O)[O-])NCCCn1ccnc1,1,-10,1.1,106,108,0.1,1,-6,4,-0.2
CC(=O)c1c(C)[nH]c(C(=O)OCC(=O)N2CC(=O)Nc3ccccc32)c1C,-3,-8,1.1,94,92,-0.6,7,8,-4,0.1
S=c1[nH]nc(-c2ccco2)n1/N=C/C=C/c1ccco1,-2,0,2.6,104,94,-0.4,6,-5,-7,-0.3
NC1=NC2(CCCC2)n2c(nc3ccccc32)N1,0,-11,1.3,95,94,-0.5,18,5,-4,0.1
CC(C)N(C(=O)CSc1nc2ccccc2n1Cc1ccc(F)cc1)C(C)C,-6,1,0.33,99,104,0.4,-4,1,-14,0.4
c1ccc(-c2nnc(OCC3CCCO3)c3ccccc23)cc1 (stereo not drawn),5,5,1.2,94,90,-0.7,16,5,13,-0.2
CC1CCN(C(=O)CSc2nnc(Cc3cccn3C)n2CCc2ccccc2)CC1,1,0,0.77,106,107,-2.5,-9,-5,-3,-0.2
Cc1cccc(C)c1NC(=O)C1CC(=O)N(C(C)C)C1 (stereo not drawn),-2,-1,1.4,105,101,0.0,2,-5,4,0.0
Cc1cccc(OCc2nnc(SCC(=O)NCCc3ccccc3)o2)c1,-1,9,1.1,93,99,1.7,7,8,-20,-0.3
CCOc1cc(/C=C/c2ccc3cccc([N+](=O)[O-])c3n2)ccc1OCC(=O)N(C)C,0,-6,0.38,99,92,0.0,14,3,16,-0.1
Cc1ccc(OCc2nnc(SCC(=O)NCc3ccco3)n2C)cc1,-3,-2,1.1,93,100,-1.0,3,2,3,0.0
COc1cc(C(=O)N/N=C/c2sc(N3CCOCC3)nc2-c2ccccc2)cc(OC)c1OC,3,8,1,98,100,1.1,7,1,-17,0.0
CN(C)S(=O)(=O)c1ccc(NC(=O)CN2CCCc3ccccc32)cc1,-10,-6,1.1,100,127,-0.7,-32,1,-19,-0.5
CCN(CC)C(=O)C(C)OC(=O)c1ccc(O)cc1 (stereo not drawn),-3,7,0.92,106,96,0.1,6,-2,12,-0.3
O=C(c1cccc(F)c1)N1CCCN(C(=O)c2cccc(F)c2)CC1,-2,-2,1.1,92,102,0.3,-5,9,6,-0.1
COC(=O)C1CCCN1C(=O)COc1ccc(Br)cc1Cl (stereo not drawn),1,9,1.3,94,106,-0.3,-2,6,8,-0.1
CC(=NCC1CCCO1)C1=C(O)CC(C)(C)CC1=O (stereo not drawn),0,2,1,101,97,4.0,8,-1,-10,0.0
O=C(NNC(=O)c1cc2cc3ccccc3nc2s1)c1cccc(Cl)c1,-9,3,1.2,102,93,15,11,-2,12,-0.1
Nc1nc(-c2ccccc2)cc(-c2ccccc2O)n1,3,-4,1.4,91,84,0.3,20,10,4,0.0
COc1cccc(NCCC(=O)c2cccc([N+](=O)[O-])c2)c1,-1,9,2.8,116,96,-1.6,9,-19,43,-0.2
Cc1ccc(C2CC(c3ccccc3Cl)n3nc(N)nc3N2)cc1 (stereo not drawn),0,-10,1,95,92,-0.5,15,6,4,-0.1
C=CCNc1sc(C(=O)C(C)(C)C)c(N)c1C#N,-2,-6,0.69,98,104,2.1,-2,2,-8,-0.2
CSc1nc2ncc(C#N)cn2n1,-6,-2,1,103,103,-0.2,-2,-6,18,-0.3
CCC/C(=N/Nc1ccc(Cl)cc1)c1cnnc(-c2ccccc2)n1,.,-8,.,100,102,1.0,0,-4,-7,0.0
O=C(C1CCCCC1)N(Cc1ccccc1)c1ccccn1,1,7,1.1,88,100,0.5,3,10,-5,-0.2
COc1ccc(C(=O)C[n+]2ccc3c(c2)nc(-c2cc(OC)c(OC)cc2OC)n3C)cc1,2,-3,1.1,97,93,1.1,16,1,-1,-0.1
# Continued.
SMILES,HMGR II inh,TLR4-MyD88 BLA,NF-kB expr up,STAT1 activator,STAT3 activator,Redox H2O2 prof,STAT3 blocker,STAT1 blocker,APP 5'UTR act,Hsp70 activator
CC(C)NC(=O)c1onc(CSc2cccc3ccccc23)c1C(=O)O,-1,2,1,93,118,7.2,-22,7,0,-0.3
O=C(CSc1nnc(-c2cccnc2)n1CCN1CCCCC1)Nc1cccc(Cl)c1,0,-6,0.92,109,111,-0.4,-8,-10,4,-0.2
CCOc1ccccc1NC(=O)C1CCCN(C(=O)Nc2ccccc2)C1 (stereo not drawn),-1,5,1.2,98,88,1.3,16,3,-17,-0.5
Cc1ccc(-n2c([C@@H]3C[C@H]3c3ccccc3)n[nH]c2=S)cc1,2,-2,1,96,103,0.3,0,4,2,-0.4
COc1cc(OC)c(C2=NOC(C(=O)NCc3ccc4c(c3)OCO4)C2)cc1Cl (stereo not drawn),-1,1,1,99,97,-0.8,9,1,-1,0.1
C=CCOc1ccc(CNc2nn[nH]n2)cc1OC,0,-35,1,104,107,-0.1,-8,-5,-21,-0.2
c1nc2n(n1)C1=C(CCCC1)C1(CCCCC1)N2,-5,0,1.5,105,101,-1.7,1,-6,9,0.1

# Results in STAT1 activator, for some of the entries so far:
SMILES,STAT1 activator
COc1cc(OC)c(C2=NOC(C(=O)NCc3ccc4c(c3)OCO4)C2)cc1Cl (stereo not drawn),99
CCOc1ccccc1NC(=O)C1CCCN(C(=O)Nc2ccccc2)C1 (stereo not drawn),98
O=C(CSc1nnc(-c2cccnc2)n1CCN1CCCCC1)Nc1cccc(Cl)c1,109
